From PubChem
SIAE primary: human SIAE inhibition, primary screen; inhibition, % at 9.66 µM; AID 1053197; 370,000 compounds, 0.69% hits; Q9HAT2; SIAE FP-Rh probe binding, fluorescence polarization;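 active = inhibition above a cutoff: mean of compounds within the control limits plus 3 SD of those, cut at about 17% in these data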;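 note: 0% = plate median of compound wells and 100% = probe without SIAE protein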
Target sequence (Q9HAT2 whole entry, looked up): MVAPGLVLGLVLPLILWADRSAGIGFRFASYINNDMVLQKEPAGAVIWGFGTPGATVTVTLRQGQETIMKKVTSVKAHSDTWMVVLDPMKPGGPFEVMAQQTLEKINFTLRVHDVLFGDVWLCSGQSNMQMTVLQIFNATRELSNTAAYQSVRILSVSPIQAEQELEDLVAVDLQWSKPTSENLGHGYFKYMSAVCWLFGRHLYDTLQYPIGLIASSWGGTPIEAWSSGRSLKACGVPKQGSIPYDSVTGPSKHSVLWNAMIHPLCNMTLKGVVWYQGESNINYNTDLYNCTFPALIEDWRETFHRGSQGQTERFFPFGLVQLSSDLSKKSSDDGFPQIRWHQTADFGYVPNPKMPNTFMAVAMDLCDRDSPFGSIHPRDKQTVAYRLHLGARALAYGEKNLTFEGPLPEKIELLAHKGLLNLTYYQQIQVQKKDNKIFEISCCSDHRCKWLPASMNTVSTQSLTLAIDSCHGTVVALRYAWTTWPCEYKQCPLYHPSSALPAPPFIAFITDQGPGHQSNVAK
TDP2 absorb: blocks human TDP2 phosphodiesterase activity. inhibition, % at 12.8 µM. recombinant TDP2, T5PNP hydrolysis, p-nitrophenol absorbance 415 nm. 370,000 compounds, 0.34% hits. AID 720702;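 active = inhibition above the mean of all tested compounds plus 3 SD, set per campaign, cut at about 25% in these data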;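 note: 0% = DMSO with enzyme and 100% = buffer with substrate but no TDP2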
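Evaluation: % inhibition relative to enzyme-containing and enzyme-free wells. Material: recombinant human TDP2. Benchmarks: enzyme-free and DMSO wells. Timing: enzyme reaction with compound for 2 h at 37 °C. Compound dosing: 12.8 µM only. Measured by: p-Nitrophenol epi absorbance. Reagent: T5PNP substrate at 5 mM, a TopII-DNA adduct mimic. Replication: single well per compound.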
TCR-CD3 inh: blocks the human TCR-CD3 interaction; TAMRA-labeled TCR probe fluorescence, biochemical; inhibition, % at 9.4 µM; 360,000 compounds, 0.37% hits; AID 651800; in the data active = inhibition above about 19%;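 note: recombinant mutant TCR 2C K166C tagged with TAMRA read by polarization; 0% = receptor in buffer alone and 100% = receptor with positive control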
LEDGF integ inh: blocks HIV-1 LEDGF/p75-dependent DNA integration | TR-FRET IN-LEDGF/p75 DNA integration, Eu/Cy5 | inhibition, % at 3.7 µM | 370,000 compounds, 0.64% hits | AID 743269;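 active = inhibition above the screen-wide mean plus 3 SD, cut at about 13% in these data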;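 note: signal is the Cy5 over europium emission ratio at 671 and 618 nm; 0% = plate median of compound wells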
DDE Tn7 FP inh: DD(E)-Tn7 binding inhibition, primary FP screen | 370,000 compounds, 0.13% hits | AID 720508 | FP displacement of FITC-Tn7 peptide from fibrin DD(E); 0% = median of compound wells per plate | P02675 | inhibition, % at 8.3 µM;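 active = inhibition above the mean of compounds falling within the control limits plus 3 SD of them, cut at about 14% in these data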;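 note: 0% = plate median of compound wells and 100% = 10 µM Aha-Tn7 peptide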
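Assay system: Fibrin-DD(E) protein isolated from polymerized human fibrin clots; read-out basis: percent inhibition; medium: Tris/NaCl/CaCl2 buffer, pH 7.8; signal: FP measurement; incubation: 10 min plus 3 h, room temperature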
proKLK7 act: activators of human kallikrein-7 zymogen | P49862 | purified proKLK7, EDANS-DABCYL substrate fluorescence; 100% is mature enzyme control, 0% vehicle | activation, % at 7 µM | 370,000 compounds, 0.9% hits;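 active = activation above the mean of all tested compounds plus 3 SD, computed per campaign excluding outliers beyond control limits, cut at about 13% in these data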
Target sequence (P49862 whole entry, looked up): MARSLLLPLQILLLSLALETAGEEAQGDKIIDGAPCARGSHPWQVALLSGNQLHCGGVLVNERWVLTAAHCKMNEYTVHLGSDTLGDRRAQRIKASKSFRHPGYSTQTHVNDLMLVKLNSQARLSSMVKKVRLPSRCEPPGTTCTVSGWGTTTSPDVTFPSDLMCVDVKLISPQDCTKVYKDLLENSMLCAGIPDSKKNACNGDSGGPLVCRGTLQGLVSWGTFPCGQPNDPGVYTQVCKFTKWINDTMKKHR
MBD2 inh: inhibitors of human MBD2 binding to methylated oligonucleotide | 370,000 compounds, 0.31% hits | inhibition, % at 4.4 µM | TR-FRET; in the data active = inhibition above about 13%
PRMT1 inh: blocks human protein arginine methyltransferase 1; 370,000 compounds, 1.3% hits; AID 652257; Q99873; inhibition, % at 2.79 µM; recombinant PRMT1, activity-based probe fluorescence polarization;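 active = inhibition above about 21% made by adding two undisclosed values, limit read from the data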
UHRF1 MBD2 ctr: UHRF1 methyl-DNA binding inhibition. Q96T88. UHRF1 binding to methylated oligo, TR-FRET. inhibition, % at 4.4 µM. 370,000 compounds, 0.75% hits; in the data active = inhibition above about 21%;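 note: UHRF1 SRA domain binding a hemimethylated CpG hairpin DNA probe; 0% = median of test compound wells and 100% = reference inhibitor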
Tn6 DDE FP: inhibitors of Tn6 peptide binding to human fibrin DD(E); P02675; 370,000 compounds, 0.21% hits; Fibrin DD(E) TRITC-Tn6 fluorescence polarization displacement; AID 720509; inhibition, % at 8.3 µM;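 active = inhibition above a per-campaign cutoff: mean of compounds within control limits plus 3 SD, cut at about 15% in these data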;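 note: 0% = median of all compound wells on the plate and 100% = blocking peptide control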
* hit, by the source's call; / = no result given.

SMILES	SIAE primary	TDP2 absorb	TCR-CD3 inh	LEDGF integ inh	DDE Tn7 FP inh	proKLK7 act	MBD2 inh	PRMT1 inh	UHRF1 MBD2 ctr	Tn6 DDE FP
O=C(COc1ccccc1)Nc1ccc(OC(F)(F)C(F)F)c(NC(=O)COc2ccccc2)c1	-6	0	7	1	-2	0.6	-1	-2	0	5
C=CCc1cccc(/C=N/NC(=O)c2ccccc2OC)c1O	-10	-6	3	-3	-4	-2.3	5	-1	-1	-4
O=C1Nc2c(ccc(Cl)c2Cl)C(=O)C1(F)c1ccccc1 (stereo unspecified)	1	2	0	-2	-7	-0.4	1	-1	0	-2
O=C(CCc1ccccc1)N1CCN(c2ccccn2)CC1	7	-7	2	0	0	-0.2	-1	-2	1	4
CCOC(=O)N1CCN(S(=O)(=O)CCNC(=O)c2cccc(OC)c2)CC1	-1	-4	2	-2	-5	1.2	5	0	3	-11
CCOC(=O)C1CCCN(C(=O)c2ccc3c(c2)N(Cc2ccccc2)C(=O)c2ccccc2S3=O)C1 (stereo unspecified)	5	-7	-3	2	-8	-0.8	0	-1	-1	2
COCCOC(=O)/C=C1/NC(=O)CS1	1	5	2	2	7	0.5	-4	-4	3	-10
CCOc1cccc(Nc2cc3n(c(=O)n2)CCc2cc(OC)c(OC)cc2-3)c1	-21	2	-10	-2	-5	4.4	2	1	3	-6
Cc1cc2oc(=O)cc(CN3CCCC3)c2cc1Cl	-15	-12	4	4	-8	-1.5	-1	-1	-4	5
Cc1ccccc1S(=O)(=O)NC1=NCCCCC1	2	11	5	2	0	0.9	1	0	11	-6
CN(CC1CCCN(CCc2ccccc2F)C1)C(=O)c1ccoc1 (stereo unspecified)	0	7	5	4	3	0.3	-2	-4	-1	4
CCCNC(=O)C1(C)CCCN(CC(=O)c2ccc3c(c2)OCCO3)C1 (stereo unspecified)	0	1	4	-4	-7	0.6	3	0	0	0
Cc1cc(N2CCN(S(=O)(=O)c3ccccc3)CC2)c2ccccc2n1	-4	-15	2	5	-5	0.3	0	1	-1	2
Cc1cccc(C)c1NC(=O)C1CCCN1S(=O)(=O)c1cccc2cccnc12 (stereo unspecified)	-2	6	/	0	8	0.2	2	-3	3	-14
Cc1[nH]c2ccccc2c1N=Nc1ccccc1C(=O)O	34*	12	2	1	5	1.0	-2	9	-2	-9
CC(C)CN(C(=O)CSc1nnc2c(Cl)cc(C(F)(F)F)cn12)C1CCS(=O)(=O)C1 (stereo unspecified)	10	3	-4	3	-1	-0.1	4	0	0	3
Cc1ccc(S(=O)(=O)N/N=C/c2ccc(O)cc2O)cc1[N+](=O)[O-]	6	-10	7	3	-8	-2.6	-1	3	1	-2
N/C(=N\c1nc(CSc2ccc(Cl)cc2)cc(=O)[nH]1)Nc1cccc2ccccc12	-2	5	7	-1	-3	-1.1	-1	-1	1	-3
Fc1ccccc1N=C1NN=C(c2ccccc2)CS1	-3	4	3	-3	5	0.4	1	10	-5	1
COC(=O)c1c(C)[nH]c(C(=O)CSc2ccc(Cl)cc2)c1C	2	8	-6	2	2	0.3	2	0	0	-1
O=C(NCc1ccc(F)cc1)C1CCCN1S(=O)(=O)c1cccc2nsnc12 (stereo unspecified)	1	-6	-5	-8	5	-0.1	2	3	0	-3
CC(=O)N/N=C(\C)CC(=O)Nc1cccc(C(F)(F)F)c1	3	0	2	-6	12	0.4	-3	2	-5	3
O=C(CCS(=O)(=O)c1ccc(Br)cc1)N1CCN(c2ccc(F)cc2)CC1	-1	3	13	19*	3	-0.1	26*	3	73*	2
CCOC(=O)c1c(C)[nH]c(C(=O)N(C)CC(=O)Nc2ccc(OC)cc2)c1C	3	-4	-2	-5	-1	-0.4	0	0	21*	-9
O=C(Nc1ccccc1C(=O)N1CCCC1)c1ccc(Cl)cc1Cl	2	1	-4	2	2	-0.3	-1	2	3	-3

7 compounds already listed, arranged by length of the SMILES, rising:
SMILES	SIAE primary	TDP2 absorb	TCR-CD3 inh	LEDGF integ inh	DDE Tn7 FP inh	proKLK7 act	MBD2 inh	PRMT1 inh	UHRF1 MBD2 ctr	Tn6 DDE FP
COCCOC(=O)/C=C1/NC(=O)CS1	1	5	2	2	7	0.5	-4	-4	3	-10
Cc1[nH]c2ccccc2c1N=Nc1ccccc1C(=O)O	34*	12	2	1	5	1.0	-2	9	-2	-9
C=CCc1cccc(/C=N/NC(=O)c2ccccc2OC)c1O	-10	-6	3	-3	-4	-2.3	5	-1	-1	-4
O=C1Nc2c(ccc(Cl)c2Cl)C(=O)C1(F)c1ccccc1 (stereo unspecified)	1	2	0	-2	-7	-0.4	1	-1	0	-2
O=C(NCc1ccc(F)cc1)C1CCCN1S(=O)(=O)c1cccc2nsnc12 (stereo unspecified)	1	-6	-5	-8	5	-0.1	2	3	0	-3
Cc1ccc(S(=O)(=O)N/N=C/c2ccc(O)cc2O)cc1[N+](=O)[O-]	6	-10	7	3	-8	-2.6	-1	3	1	-2
O=C(COc1ccccc1)Nc1ccc(OC(F)(F)C(F)F)c(NC(=O)COc2ccccc2)c1	-6	0	7	1	-2	0.6	-1	-2	0	5

More compounds.
SMILES	SIAE primary	TDP2 absorb	TCR-CD3 inh	LEDGF integ inh	DDE Tn7 FP inh	proKLK7 act	MBD2 inh	PRMT1 inh	UHRF1 MBD2 ctr	Tn6 DDE FP
Cc1ccc(S(=O)(=O)Nc2ccccc2C(=O)N2CCCCC2)cc1	2	6	0	1	0	-0.1	-1	3	-1	6
O=C(CSc1nc(-c2ccccc2)cs1)Nc1nccs1	-51	-1	-1	-1	4	-0.4	-2	-1	0	-2
Cc1cc(C)c(NS(=O)(=O)c2cccc3cccnc23)c(C)c1	2	0	5	0	-1	-0.3	0	0	1	9
CC(C)(C)NC(=S)NNC(=O)c1ccccc1Cl	-1	-1	-5	0	5	0.4	7	3	3	-9
O=C(COc1ccccc1)NC1=NCCS1	-3	-1	5	-1	5	-0.4	4	0	0	0
CCCC1NC(=O)c2cccnc2-n2c1nc1cc(F)c(F)cc1c2=O (stereo unspecified)	6	-8	-4	-10	8	0.0	-7	-5	-1	-3
Cn1nc(C(F)(F)F)c(/C=N/OC(=O)c2ccccc2)c1Sc1ccc(Cl)cc1	-11	-1	-5	4	1	0.3	4	1	1	-12
O=C(Nc1cccc2ccccc12)NC1CCS(=O)(=O)C1 (stereo unspecified)	2	-1	5	1	0	-0.1	0	0	0	-2
COCCN(Cc1ccccc1)C(=S)Nc1ccc(OC(F)F)cc1	9	-5	7	2	-6	-0.7	-2	0	13	-4
c1ccc(COC2CCCN(Cc3nc(Cc4ccccc4)no3)C2)cc1 (stereo unspecified)	-1	-10	-1	0	-12	0.3	5	-2	4	-2
CNC(=S)N/N=C(\C)c1ccc(Cl)c(Cl)c1	8	-2	-8	-1	-5	-0.3	-4	5	0	0
Oc1nc(Nc2ccc(Cl)cc2Cl)sc1/C=C1\C=Nc2ccccc21	-10	10	-6	1	-1	0.3	-3	3	2	-8
Cc1ccc(S(=O)(=O)N2[C@H](CC(=O)c3cccs3)OC[C@@H]2C)cc1	0	-8	6	3	-4	0.9	0	1	2	-8
O=C(NC(c1ccc(-c2ccccc2)cc1)c1cnccn1)C1CCN(Cc2ccc3c(c2)OCO3)CC1 (stereo unspecified)	3	-5	3	2	-4	0.3	-6	-6	3	9
COc1ccc(NC(=O)c2ccsc2NC(C)=O)cc1	3	6	4	0	-1	-0.2	1	-5	-2	0
COc1ccccc1N(CCC#N)C(=O)CSc1ccc2c(c1)OCCO2	-4	-8	8	-3	0	-0.4	-2	2	3	1
CC(=O)NC12CC3CC(C1)CC(C(=O)Nc1ccc(C)c(S(=O)(=O)N4CCCCCC4)c1)(C3)C2	-2	7	2	2	-3	0.2	-2	-2	-2	0
COc1ccc(CNc2ncnc3c2[nH]c2cc(OC)c(OC)cc23)cc1	37*	-2	0	-2	5	-2.5	-7	-1	0	-24
N#C/C(=C/c1ccncc1)c1nc2ccccc2s1	-4	-1	-1	3	-11	-2.5	-3	-1	-2	2
CC(Oc1ccc(F)cc1Br)c1nc2ccccc2c(=O)[nH]1 (stereo unspecified)	1	-16	-7	0	-10	0.2	1	-2	1	4
CCOc1ccc(Cn2ccnc2CCl)cc1[N+](=O)[O-]	0	4	16	2	-1	0.4	-1	0	-2	-2
CC1(c2cnc(Nc3ccccc3)s2)CCC(=O)O1 (stereo unspecified)	-1	-8	-3	-1	-4	0.1	-2	0	5	-9
COc1ccc(-n2c(=O)c3ccccc3n(CC(=O)c3ccccc3)c2=O)cc1OC	-4	-10	2	-4	6	0.2	-1	0	0	-2
COc1ccc(CCNc2cn[nH]c(=O)c2Cl)cc1OC	-5	-5	1	-5	1	-0.6	0	0	-2	10
COC(=O)c1ccc(NC(=S)NC2CCc3ccccc32)cc1 (stereo unspecified)	1	-8	4	1	-3	1.0	-3	-2	0	-2
SMILES	SIAE primary	TDP2 absorb	TCR-CD3 inh	LEDGF integ inh	DDE Tn7 FP inh	proKLK7 act	MBD2 inh	PRMT1 inh	UHRF1 MBD2 ctr	Tn6 DDE FP
COc1ccc(N2CCN(C(=O)CCc3nnc4ccc(N5CCC(C)CC5)nn34)CC2)cc1	1	7	-3	-2	0	0.6	4	0	-3	6
Cc1ccsc1C(=O)N1CCCC(CO)(Cc2ccccc2)C1 (stereo unspecified)	-7	11	4	-2	-9	0.0	5	0	2	-6
CN(C(=O)CSc1nnc(-c2ccco2)n1C)C1CCCCC1	-2	2	0	-1	1	0.4	3	4	2	-4
COCCN(C(=O)c1cc(-c2ccccc2Cl)nc2ccccc12)c1c(N)n(CC(C)C)c(=O)[nH]c1=O	5	7	-2	0	3	-0.5	5	-1	10	1
Cc1cc(C(=O)N/N=C/c2cccnc2)n[nH]1	0	-16	-2	2	-4	0.1	-4	1	-2	8
Cc1nnc(SCC(=O)N(C2CCCCC2)C2CCS(=O)(=O)C2)n1N (stereo unspecified)	2	-12	0	-8	4	-0.5	-1	5	1	2
CCCn1c(SCC(=O)NC2CCCC2)nnc1-c1cccnc1	6	-7	4	5	-6	0.8	1	-8	-2	8
O=C(Nc1nnc(C2CC2)s1)c1cc(-c2ccccc2)nn1-c1ccccc1	-17	-25	-1	-2	4	0.3	-4	-1	2	0
CN(C)Cc1ccccc1Sc1ccccc1Br	-8	-14	4	2	-13	-0.2	2	-5	1	0
CCOC(=O)C1(C(=O)OCC)C(C(=O)c2ccccc2)C1c1ccccc1 (stereo unspecified)	-4	2	-2	2	-1	0.3	-3	6	3	-3
O=C(NCC1(c2ccccc2)CCCC1)c1ccco1	1	-4	4	1	-5	-0.1	1	2	-2	6
COc1cc2ccccc2cc1C(=O)NC1CCC(C)CC1 (stereo unspecified)	0	6	-3	6	0	0.1	-7	-5	-1	-2
Cc1cc2cc(CNC(=O)Nc3ccccc3)ccc2[nH]1	10	-6	0	-6	4	0.5	-3	4	0	2
COc1ccccc1N1CCN(CC(=O)N2CCCC2)CC1	16	20	5	0	6	-0.1	-1	-1	0	-8
CCOc1ccccc1NC(=O)CCn1c(=O)oc2ccccc21	1	3	6	-1	6	0.0	3	1	-1	-5
CC1(C)C2CCC1(C)C(NC1=NCCC1)C2 (stereo unspecified)	6	-3	-1	1	-4	0.3	0	-1	-1	7
